CASP6 VEID inh: caspase-6 (human) enzyme inhibition | purified caspase-6, Z-VEID-R110 cleavage fluorescence | hit rate 0.53% among 350,000 | AID 686996 | inhibition, % at 12.5 µM | P55212;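 active = mean inhibition across replicates at least about 35%, with every replicate also reaching that limit, limit read from the data; inconclusive = only one of the two criteria met; inactive = neither criterion met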;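 note: 0% = median of neutral control wells and 100% = no fluorescence left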
Target sequence (P55212 24-179 limits assumed): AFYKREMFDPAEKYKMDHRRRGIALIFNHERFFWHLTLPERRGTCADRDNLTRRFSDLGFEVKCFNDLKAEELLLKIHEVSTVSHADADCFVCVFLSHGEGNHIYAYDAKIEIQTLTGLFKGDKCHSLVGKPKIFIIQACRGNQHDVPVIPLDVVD
Target sequence (P55212 194-293 limits assumed): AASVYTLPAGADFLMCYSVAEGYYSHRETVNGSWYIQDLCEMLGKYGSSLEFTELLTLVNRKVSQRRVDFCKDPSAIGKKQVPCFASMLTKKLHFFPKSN
RAD54 branch: RAD54 (human) branch migration inhibition; RAD54 Holliday junction branch migration, FAM/BHQ fluorescence; AID 602329; inhibition, % at 10.4 µM; Q92698; hit rate 0.14% among 360,000;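 active = mean normalized replicate activity at least 40 and at least half of replicates scoring 40 or more; inconclusive = only one of the two criteria met; inactive = mean below 40 and under half of replicates reaching 40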;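 note: 0% = median of neutral control wells and 100% = median of positive control wells; inhibitors cause a drop in the FAM fluorescence signal; in these data hits start at about 50%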
Target sequence (Q92698 whole entry, looked up): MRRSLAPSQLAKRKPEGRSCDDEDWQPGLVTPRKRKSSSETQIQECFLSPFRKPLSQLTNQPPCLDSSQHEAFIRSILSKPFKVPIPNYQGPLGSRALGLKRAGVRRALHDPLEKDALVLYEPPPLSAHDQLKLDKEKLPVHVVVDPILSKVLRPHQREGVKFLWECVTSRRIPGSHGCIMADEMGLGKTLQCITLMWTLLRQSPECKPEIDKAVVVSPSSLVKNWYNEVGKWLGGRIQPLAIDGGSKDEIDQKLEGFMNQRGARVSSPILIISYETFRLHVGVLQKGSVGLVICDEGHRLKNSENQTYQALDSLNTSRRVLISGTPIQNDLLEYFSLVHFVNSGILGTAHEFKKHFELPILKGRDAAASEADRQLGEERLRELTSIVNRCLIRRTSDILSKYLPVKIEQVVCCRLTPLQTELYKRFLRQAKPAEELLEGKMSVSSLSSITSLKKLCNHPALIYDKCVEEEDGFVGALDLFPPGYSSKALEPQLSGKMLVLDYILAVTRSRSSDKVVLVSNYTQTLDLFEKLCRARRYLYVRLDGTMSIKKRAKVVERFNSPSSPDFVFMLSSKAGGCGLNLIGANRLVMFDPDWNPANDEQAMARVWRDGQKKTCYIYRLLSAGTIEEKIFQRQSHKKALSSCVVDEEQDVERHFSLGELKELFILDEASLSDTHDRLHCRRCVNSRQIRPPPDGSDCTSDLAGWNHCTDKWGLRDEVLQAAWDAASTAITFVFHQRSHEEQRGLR
RAD52 anneal inh: blocks human RAD52 DNA annealing. inhibition, % at 18.7 µM. recombinant RAD52 DNA annealing, FRET fluorescence. hit rate 0.46% among 360,000. P43351;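 active = every replicate showing at least 50% inhibition; inconclusive = mean inhibition at least 50% but not in every replicate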
E-sel inducer: induces E-selectin expression in human endothelial cells. activation, % at 7.58 µM. P16581. hit rate 0.37% among 260,000. HUVEC E-selectin immunofluorescence imaging; normalized: neutral wells 0, TNF-alpha wells 100. AID 686992;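 active = mean E-selectin-positive cell signal at least 10% of the positive control, reached in at least 60% of replicates, without over 20% cell loss; inconclusive = no rule given, readout overlaps actives, possibly toxicity-flagged; inactive = the rest, including those meeting only one limit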;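 note: in these data hits start at about 27%; measured in HUVEC primary endothelial cells; signal is the percent of cells scored E-selectin positive by PE staining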
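Assay system: HUVEC, human umbilical vein endothelial cells / Amount: 3,000 HUVEC/well / Controls: TNF-alpha positive control, DMSO neutral control / Compound dosing: single concentration / Medium: EGM-2 over gelatin coat / Evaluation: percent E-selectin-positive cells / Signal: immunofluorescence imaging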
ERp5 block: ERp5 (human) disulfide isomerase inhibition; Q15084; ERp5 insulin aggregation, absorbance 650 nm, 90 min; inhibition, % at 9.99 µM; hit rate 0.05% among 350,000;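 active = mean replicate inhibition above about 25%, with every replicate also reaching it, limit read from the data, passing the limit was not always enough; inconclusive = only one of those two criteria met; inactive = neither criterion met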
ARNT TACC3 PPI: ARNT/TACC3 interaction disruption; inhibition, % at 9.99 µM; AlphaScreen His-ARNT PAS-B/GST-TACC3 binding, luminescence; TACC3 fragment carries E629A point mutation; hit rate 0.66% among 390,000; AID 623870;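 active = mean inhibition of replicates at least 50% and at least half of replicates each reaching 50%; inconclusive = half or more replicates reach 50% but mean below 50%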;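 note: 0% = complete ARNT plus TACC3 wells and 100% = ARNT alone without TACC3; many hits fall short of the cut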
PglD inh: inhibitors of Campylobacter jejuni PglD acetyltransferase. purified PglD enzyme, DTNB colorimetric CoA detection. inhibition, % at 12.5 µM. hit rate 0.098% among 360,000; in the data active = inhibition above about 16%, passing the limit was not always enough; inconclusive = no clear call, values can overlap the other calls; note: strong numbers were not always called active
esBAF inh: blocks esBAF chromatin remodeling in mouse ES cells | Bmi1-luciferase knock-in reporter, 24 h; 100% = twice the neutral-well signal | reporter increase, % at 12.5 µM | hit rate 2% among 350,000; in the data active = activation above about 40%; inconclusive = no clear call, values can overlap the other calls;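 note: 0% = median of the plate's neutral control wells and 100% = double that signal; a rise in the Bmi1 reporter signal indicates esBAF inhibition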
* marks the source's active call; other numbers are inactive results; ? = inconclusive; . = no result given.

SMILES	CASP6 VEID inh	RAD54 branch	RAD52 anneal inh	E-sel inducer	ERp5 block	ARNT TACC3 PPI	PglD inh	esBAF inh
COc1ccc(C#Cc2cnc3c(c2)C(=O)N([C@H](C)CO)C[C@H](C)[C@H](CN(C)C(=O)NC2CCCCC2)O3)cc1OC	-1	-1	12	-0.2	-2	-2	-3	6
N#Cc1ccc(NC(=O)Cn2c3[n+](c4ccc(C(F)(F)F)cc42)CCCCC3)cc1	4	.	-13	.	4	0	.	.
COc1cc(/C=C/C(=O)OCc2cn3cc(Cl)ccc3n2)ccc1O	6	.	7	-0.2	2	0	.	2
O=C1N[C@H](Cc2c[nH]c3ccccc23)COC(=O)[C@H](Cc2ccc(F)cc2)C/C=C\C[C@H]1CC(=O)N(CCO)Cc1ccccc1	.	-8	-9	0.1	-2	1	6	-4
C[C@@H]1CN([C@@H](C)CO)C(=O)c2cc(NS(C)(=O)=O)ccc2O[C@@H]1CN(C)Cc1ccc(Cl)c(Cl)c1	1	-1	9	-3.1	-3	-1	5	5
C[C@H](CO)N1C[C@H](C)[C@@H](CN(C)Cc2ccc(Cl)c(Cl)c2)OCCCC[C@H](C)Oc2ccc(NS(=O)(=O)c3cccs3)cc2C1=O	-2	-1	16	0.4	-5	3	3	4
COc1ccccc1CC(=O)c1ccc(OCc2ccccc2)cc1	2	-1	-6	-0.3	-1	-12	0	15
CCOc1ccc(NC(=O)CN2C(=O)C(C)SC(C)C2=O)cc1 (stereo not given)	0	10	-2	2.2	2	-2	3	-2
COc1ccc(NC(=O)COC(=O)C2C3CC4OC(=O)C2C4C3)cc1 (stereo not given)	3	-10	-10	0.9	2	-9	5	19
O=C(NCCc1ccc(Cl)cc1)c1ccc(S(=O)(=O)N2CCCC2)cc1	-4	-3	-8	.	2	-29	3	-1
Cc1ccccc1CN1CCC(n2nccc2NC(=O)c2ccc3c(c2)OCO3)CC1	-2	-6	-15	-0.8	4	.	2	5
Cc1cc2c(cc1S(=O)(=O)CCC(=O)N1CC(C)CC(C)C1)OCC(=O)N2 (stereo not given)	-1	1	-11	.	-6	-5	2	-1
CN(C)S(=O)(=O)Oc1ccc(C(=O)Nc2cccc(C(F)(F)F)c2)cc1	1	.	-8	.	3	-4	.	.
COc1cc(F)cc(-c2ccc3c(c2)c(-c2cccs2)c(-c2cc(OC)cc(OC)c2)n3C)c1	.	-6	-19	0.2	-7	-5	-5	-10
C[C@@H]1CN([C@@H](C)CO)C(=O)Cc2cc(N(C)C)ccc2O[C@H]1CN(C)Cc1ccc(C(=O)O)cc1	-2	-2	0	0.1	6	-4	-3	-1
COc1ccc(C(CC(=O)N2CCCC(C)C2)c2c(O)cc(OC)cc2OC)cc1 (stereo not given)	0	-1	-2	0.3	-6	-1	4	16
CS(=O)(=O)N(CCc1ccccc1)CC(=O)N1CCCC1	0	.	-11	.	1	1	.	-4
CN(C(=O)COC(=O)c1ccccc1Cc1ccccc1)c1c(N)n(Cc2ccccc2)c(=O)[nH]c1=O	0	.	-2	.	15	-2	.	.
COc1ccc(-n2nnnc2/C=C\Nc2ccc(C)cc2)cc1	-1	-8	-38	.	0	-2	-2	2
Clc1cccc(Nc2ncnc3c2cnn3-c2ccccc2)c1	-1	10	-7	0.2	2	-1	2	65*
Cc1ccc(Br)cc1S(=O)(=O)Nc1cccnc1	-2	-1	3	0.2	-5	-2	-5	1
COc1ccc(S(=O)(=O)NCC2CCCN(C(=O)c3occc3C)C2)cc1 (stereo not given)	-1	.	-14	3.1	-2	-1	.	.
CC(=O)Nc1cc(-c2ccccc2N(C)C)cn2c(-c3ccccc3)cnc12	-1	10	-5	1.7	-7	.	3	-1
COc1cccc(C#Cc2ccc([C@H]3[C@H](CO)N4C(=O)CN(C(=O)c5ccncc5)C[C@@H]34)cc2)c1	-1	.	-20	-0.3	-4	.	.	.
CCCCCCCCC(=O)N/N=C/c1ccccn1	1	-6	-15	.	-6	0	2	-1
COc1ccc(-c2noc(CN(C)Cc3ccccc3)n2)cc1	-4	-2	-10	.	3	-9	6	12
CCC(C)Nc1nc2c(c(=O)[nH]c(=O)n2C)n1CCOc1ccccc1 (stereo not given)	3	-4	-10	-0.3	1	-5	-2	-8
O=C(NCCSc1ccccc1)c1ccccc1Cl	1	.	-14	.	5	-2	.	.
O=C(c1cccc(F)c1)N1CC(=O)N2[C@H](CO)[C@H](c3ccc(-c4ccccc4F)cc3)[C@@H]2C1	3	.	-6	0.6	-2	.	.	.
COc1cccc(NC(=O)c2nnn(CCc3ccccc3)c2N)c1	1	6	-10	.	1	4	5	78*

Pulled by compound from the entries so far, 3 records:
SMILES	CASP6 VEID inh	RAD54 branch	RAD52 anneal inh	E-sel inducer	ERp5 block	ARNT TACC3 PPI	PglD inh	esBAF inh
COc1cccc(NC(=O)c2nnn(CCc3ccccc3)c2N)c1	1	6	-10	.	1	4	5	78*
CCC(C)Nc1nc2c(c(=O)[nH]c(=O)n2C)n1CCOc1ccccc1 (stereo not given)	3	-4	-10	-0.3	1	-5	-2	-8
CS(=O)(=O)N(CCc1ccccc1)CC(=O)N1CCCC1	0	.	-11	.	1	1	.	-4

Additional records follow:
SMILES	CASP6 VEID inh	RAD54 branch	RAD52 anneal inh	E-sel inducer	ERp5 block	ARNT TACC3 PPI	PglD inh	esBAF inh
C[C@H](CO)N1C[C@H](C)[C@H](CN(C)C(=O)Nc2ccc(F)cc2)Oc2ccc(NS(C)(=O)=O)cc2C1=O	-1	7	0	.	-2	4	-3	-1
CCOc1ccc(C(=O)Cn2cnc3ccccc3c2=O)cc1	-2	-5	-12	.	9	-17	-7	34
CC(C)(C)NC(=O)C(c1cccs1)N(Cc1ccco1)C(=O)c1csnn1 (stereo not given)	3	-4	-9	.	0	.	0	-9
CN1CCN(CCCCOc2ccccc2-c2ccccc2)CC1	-10	.	7	.	0	-17	.	.
CO[C@@H]1CN(C)C(=O)c2ccc(NC(=O)c3cnccn3)cc2OC[C@@H](C)NC[C@@H]1C	4	.	-35	0.0	-5	.	.	.
O=C(Nc1cc(=O)[nH]c2nc(-c3ccccc3)nn12)c1ccccc1Cl	-2	-8	-129	1.3	5	2	-9	-4
O=C(COc1ccccc1C(=O)Nc1ccccc1)c1ccc(Br)cc1	0	.	-20	0.2	4	-5	.	.
C(/C=C/c1ccccc1)=N/N1CCN(c2ccccc2)CC1	.	-4	.	.	.	-10	-5	?
CC(Oc1ccccc1)C(=O)N1CCN(S(=O)(=O)c2ccc(OC(F)(F)F)cc2)CC1 (stereo not given)	0	11	-15	0.0	-4	.	-4	-8
CC(=O)Nc1cc(-c2ccccc2)cn2c(-c3ccc(F)c(Cl)c3)cnc12	-1	-6	-39	-0.2	-5	.	10	-1
c1ccn2c(CNc3ncnc4sccc34)nnc2c1	.	-5	.	.	.	3	-5	10
CCOC(=O)N1CCC(NC(=O)C2CCN(c3nc(-c4ccc(OC)cc4)no3)CC2)CC1	.	1	.	.	.	-1	6	-7
N=C1C(c2nc3ccccc3s2)=C(O)CN1Cc1ccco1	.	-5	.	.	.	-1	7	53*
N#Cc1ccc(N2C(=O)[C@@H]3C(C(=O)c4cnccn4)=NN[C@@H]3C2=O)cc1	5	-7	-45	.	4	.	-4	.
CC(Sc1nnc(C2CC2)n1C1CC1)C(=O)Nc1ccccc1C#N (stereo not given)	-3	-4	-12	.	11	6	-1	-2
C[C@H](c1ccccc1)N1C[C@@H](COCc2ccccc2)Oc2cc(N3CC[C@@H](N(C)C)C3)ccc2S1(=O)=O	-4	.	-47	0.0	-1	.	.	.
COc1ccc(/C=N/NC2=NS(=O)(=O)c3ccccc32)cc1	1	-3	-16	-0.3	-1	-1	-7	-2
COc1ccc(C(=O)C2CCN(C(=O)c3ccc(OC)cc3)CC2)cc1	-1	-7	-12	-1.7	1	0	7	-3
O=C(O)CSc1nnc(C2CC2)n1-c1ccccc1	.	-11	.	-3.4	.	-7	1	5
COc1ccc(S(=O)(=O)N2CCCC(C(=O)N3CCOCC3)C2)cc1C (stereo not given)	.	0	.	.	.	-8	4	3
C[C@H]1CN([C@@H](C)CO)C(=O)c2cc(NC(=O)CCC(F)(F)F)ccc2O[C@@H]1CN(C)S(=O)(=O)c1cccs1	3	1	6	0.1	-1	-3	-2	-6
CCCCN(CC)CCNC(=O)c1cc2c(=O)n(C)c3ccccc3c2n1C	-10	56*	8	0.6	-5	-9	0	-6
CCCOc1c(Br)cc(C(=O)NCC)cc1OC	.	0	.	.	.	-6	-4	1
O=C(Nc1cccc(-c2csc(Nc3ccccc3)n2)c1)c1ccccc1	-1	-5	-23	1.7	0	1	9	57*
COc1ccc(CNC(=O)CN(CC2CCCO2)C(=O)CNS(=O)(=O)c2ccc(C)cc2)cc1 (stereo not given)	.	-8	.	.	.	-7	-2	-1
CCN(CC)C(=O)CN1C(=O)C(=O)c2ccccc21	5	.	-4	.	-1	2	.	.
C[C@H](CO)N1C[C@H](C)[C@H](CN(C)Cc2ccccc2)OCCCC[C@H](C)Oc2ccc(NC(=O)Nc3ccccc3)cc2C1=O	1	-10	17	.	0	7	0	-11
Cc1ccccc1NC(=S)Nc1ccc2[nH]c(=O)[nH]c2c1	0	-3	-6	-0.1	6	3	0	4
COc1ccc(C(=O)NCC(=O)OCC(=O)Nc2sccc2C#N)cc1OC	1	.	-44	9.1	1	-5	.	.
Nc1ccc2nc[nH]c2c1	24	.	85*	.	7	23	.	.
Cc1ccc(N2CCOCC2)c2c1C(=O)c1ccccc1C2=O	3	.	20	0.0	-3	31	.	.
c1ccc2c(c1)nc(N1CCOCC1)c1nnnn12	0	-3	-19	0.9	-3	-4	-1	7
COCCNC(=S)NC1CC2CCCC(C1)N2Cc1ccco1 (stereo not given)	.	-7	.	.	.	-1	5	-4
O=C(CSc1nc2ccccc2c(=O)n1Cc1ccco1)N1CCCC1	3	.	-22	.	-1	-15	.	.
CCCc1[nH]nc2c1C(c1ccc(O)cc1OCC)C(C#N)=C(N)O2 (stereo not given)	.	-8	.	.	.	0	5	-5
CCCCn1c(C(C)NC(=O)c2cccs2)nc2ccccc21 (stereo not given)	.	4	.	.	.	4	-2	-4
Cn1c(=O)cc(SCC(=O)N2CCOCC2)c2ccc(Cl)cc21	.	-10	.	.	.	-5	-3	13
CCN(Cc1cnn(C)c1)C(=O)CC1C(=O)NCCN1Cc1cccc(OC)c1OC (stereo not given)	-2	.	-1	.	-3	2	.	.
Cc1ccc(-c2ccc([C@H]3[C@H](CO)N4C(=O)CN(C(=O)c5ccc(F)cc5)C[C@@H]34)cc2)cc1	4	.	8	-0.5	3	.	.	.
C=CCO/N=C/C1C(=O)CC(C)(C)CC1=O	0	.	-8	.	-2	-5	.	.
O=C(NC1CCCCC1)C(c1ccncc1)N(C(=O)c1csnn1)c1ccccc1 (stereo not given)	.	-9	4	-0.1	2	7	-10	1
COc1cc2cc(CN(Cc3cccnc3)C(=O)Nc3ccccc3)c(=O)[nH]c2cc1OC	-2	.	-4	.	-4	6	.	.
O=c1ccc2cc(S(=O)(=O)Nc3ccc(Br)cc3)ccc2o1	5	-5	-13	.	1	0	-15	-6
COCCN(C(=S)Nc1cc(C)cc(C)c1)C(C)c1ccco1 (stereo not given)	0	.	-13	.	4	10	.	.
CC(CCC(C)OC(=O)c1ccccc1C(=O)O)OC(=O)c1ccccc1C(=O)O (stereo not given)	-2	-6	-11	.	5	-15	4	-6

Bioassay records deposited in PubChem BioAssay by Broad Institute.

Rows are unselected; 3.2% or so of the library scored in one or more.
